GLS inh – inhibitors of human glutaminase (GLS); O94925; GLS enzymatic activity, qHTS titration; Potency, µM (titrated, usually from 45.5 µM), inactives show top-dose activity change, negative = inhibition, usual class: inhibitors; 410,000 tested, 0.21% active; AID 624170; further: potency means the concentration at half of the fitted maximal effect; on the % scale 0 is the no-effect control and ±100 the full control effect
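Enzyme dispensed in phosphate buffer (45 mM, pH 8.2, 0.02% Tween-20), compounds pinned in, then 1 mM L-glutamine solution and the glutamate oxidase–HRP–Amplex Red mix added; fluorescence read immediately and again after 30 min at room temperature.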
HP1b binding inh – blocks HP1-beta chromodomain binding to methylated histone tails; P83916; AlphaScreen HP1-beta / biotin-H3K9me3 peptide binding; Potency, µM (top dose mostly 114 µM), for inactives: at the top dose activity change, negative = inhibition, actives largely listed as inhibitors; 390,000 tested, 0.56% active; AID 540317; further: potency means the concentration at half of the fitted maximal effect; nearly all actives have a fitted effect of over 70% in size; inactives centre near 23
Target sequence (P83916 whole entry, looked up): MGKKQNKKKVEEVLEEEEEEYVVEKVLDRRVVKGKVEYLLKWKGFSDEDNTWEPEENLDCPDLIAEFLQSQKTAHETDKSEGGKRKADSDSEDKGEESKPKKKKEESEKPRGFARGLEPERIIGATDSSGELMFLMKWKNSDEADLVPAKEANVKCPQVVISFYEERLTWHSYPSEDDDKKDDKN
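HP1-beta protein (50 nM final) preincubated 30 min at room temperature with biotinylated H3(1-18)K9me3 peptide (50 nM) in PBS pH 7.4, 0.01% Tween-20, then compound added for 30 min. AlphaScreen streptavidin donor/nickel chelate acceptor beads (10 ug/mL final), 30 min dark, luminescence read.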
G9a inh – inhibitors of human histone lysine methyltransferase G9a; Q96KQ7; AID 504332; Potency, µM (top dose mostly 102 µM), without a hit: top-dose activity, negative = inhibition, most hits filed as inhibitors; 350,000 tested, 8.8% active; G9a H3K9 monomethylation, AlphaScreen, 2 h; further: potency means the concentration at half of the fitted maximal effect; on the % scale 0 is the no-effect control and ±100 the full control effect; nearly all actives have a fitted effect of over 75% in size
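Using a bead-based AlphaScreen, monomethylated H3K9 product from 2 h room-temperature reactions (G9a 20 nM, peptide 500 nM, SAM 20 uM) was detected with 0.5 ug/mL rabbit anti-H3K9me1 antibody.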
Tb PGK inh – blocks T. brucei phosphoglycerate kinase; PGK/GAPDH coupled, Kinase-Glo luminescence, 60 min; P07378; 380,000 tested, 0.043% active; AID 602233; Potency, µM (highest dose often 57.5 µM), without a hit: at the highest dose activity change, negative = inhibition, usual class: inhibitors; further: potency means the concentration at half of the fitted maximal effect; on the % scale 0 is the no-effect control and ±100 the full control effect; nearly all actives have a fitted effect of over 60% in size
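Luminescent ATP detection (Kinase-Glo Plus) follows a 60-minute room-temperature incubation, with wells lacking PGK as controls. Buffer: 100 mM TEA (pH 7.6), 5 mM MgCl2, 0.01% Tween-20. Coupling enzyme GAPDH (100 nM final) supplies unstable 1,3-BPG in-well.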
ERG Ets-DNA blk – inhibitors of human ERG Ets domain-DNA interaction; fluorescence polarization, His-ERG Ets domain / labelled DNA; Potency, µM (doses to about 76.9 µM), inactives show at the top dose FP activity, negative = inhibition, actives largely listed as inhibitors; 370,000 tested, 0.028% active; AID 624246; active means well fitted inhibition curve with a large enough effect in the polarisation, with a control signal flat; inconclusive means small, poorly fitted or top-dose-only effect, or effect the other way, or a change in a side signal; inactive means no such curve, though single readings can be large or run the other way; the % refers to the polarisation;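 further: polarization taken with two DNA probes labelled with fluorescein and Texas red; potency means the concentration at half of the fitted maximal effect; % of control where 0% means no effect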
Target sequence (P11308 whole entry, looked up, the tested form may be a part): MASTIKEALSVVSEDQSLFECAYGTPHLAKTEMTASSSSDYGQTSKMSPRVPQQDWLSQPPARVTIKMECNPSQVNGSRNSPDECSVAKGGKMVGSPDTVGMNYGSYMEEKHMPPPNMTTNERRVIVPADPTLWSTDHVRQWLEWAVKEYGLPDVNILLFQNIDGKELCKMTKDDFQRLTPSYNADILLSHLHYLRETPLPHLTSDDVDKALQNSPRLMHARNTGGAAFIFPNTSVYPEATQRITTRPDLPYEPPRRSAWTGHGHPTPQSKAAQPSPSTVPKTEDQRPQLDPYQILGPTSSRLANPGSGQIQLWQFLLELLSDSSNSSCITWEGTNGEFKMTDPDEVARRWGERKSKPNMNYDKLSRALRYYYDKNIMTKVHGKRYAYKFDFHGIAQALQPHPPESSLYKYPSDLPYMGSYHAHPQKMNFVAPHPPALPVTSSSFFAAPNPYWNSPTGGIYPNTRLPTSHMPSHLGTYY
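His-tagged ERG Ets domain (1 uM in the protein solution; 300mM KCl, 50mM Tris-HCl, 1mM EDTA, 1mM DTT, pH 7.5) received compound, then a probe mix of 5 nM fluorescein-DNA and 100nM Texas-615-DNA. Fluorescence polarization was read for both dyes.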
JMJD2A Tudor – JMJD2A Tudor domain (human) inhibition | 390,000 tested, 4.4% active | AlphaScreen JMJD2A-Tudor / H3K4me3 peptide binding | AID 504339 | Potency, µM (highest dose often 114 µM), without a hit: at the highest dose activity change, negative = inhibition, actives largely listed as inhibitors; further: potency means the concentration at half of the fitted maximal effect; on the % scale 0 is the no-effect control and ±100 the full control effect; nearly all actives have a fitted effect of over 50% in size
BAZ2B inh – blocks human BAZ2B | Q9UIF8 | AlphaScreen BAZ2B-H3K14Ac peptide displacement | Potency, µM (top dose mostly 114 µM), for the others: at the highest dose activity change, negative = inhibition, hits mostly inhibitors | 360,000 tested, 4.4% active | AID 504333; further: potency means the concentration at half of the fitted maximal effect; on the % scale 0 is the no-effect control and ±100 the full control effect; nearly all actives have a fitted effect of over 60% in size
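AlphaScreen displacement of biotin-H3(5-23)K14Ac peptide (50 nM final) from BAZ2B (50 nM final) in PBS pH 7.4, 0.01% Tween-20; complex preformed 30 min RT, then compounds (top 110 uM) 30 min RT, beads 20 min dark.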
PI4K2A block – PI4K2A (human) kinase inhibition; activity change, negative = inhibition, % at 76.9 µM; Q9BTU6; 420,000 tested, 0.13% active; purified PI4K2A, ADP-Glo luminescence, 1 h; active compounds read low; in the data active means activity change below about -50%; inconclusive means mostly about -30% to -49%;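 further: -100% = wells without enzyme as full effect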
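In this quantitative HTS, ADP production by PI4K2A was quantified luminescently after 1 h at ambient temperature; 100 microM adenosine served as plate-quality control.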
Pin1 inhibitor – human Pin1 inhibition; 390,000 tested, 0.009% active; Potency, µM (series often up to 115 µM), without a hit: top-dose activity, negative = inhibition, usual class: inhibitors; Pin1 FP peptide displacement, HiFluor488, 10 min; active means well fitted inhibition curve with a large enough effect in the polarisation, with a control signal flat, not every such curve was filed as active; inconclusive means small, poorly fitted or top-dose-only effect, or effect the other way, or a change in a side signal; inactive means no such curve, though single readings can be large or run the other way; the % refers to the polarisation; further: potency means the concentration at half of the fitted maximal effect; on the % scale 0 is the no-effect control and ±100 the full control effect
Target sequence (Q13526 whole entry, looked up): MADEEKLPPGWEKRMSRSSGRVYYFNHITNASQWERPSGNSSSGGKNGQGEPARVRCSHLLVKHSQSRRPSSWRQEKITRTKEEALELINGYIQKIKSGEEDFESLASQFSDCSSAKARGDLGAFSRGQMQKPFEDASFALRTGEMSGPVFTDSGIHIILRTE
Starred values were filed as active, the others as inactive; i = inactive; ? = inconclusive; nt = not tested or not shown; & = joins results of further samples; [ ] = remark or other dose. Unless noted, the call rests on the fitted dose curve; in most records, active means well fitted curve in the direction sought with a large enough effect; inconclusive means small, poorly fitted or top-dose-only effect, or another doubt; inactive means no such curve, though single readings can be large; an effect the other way counts as inactive or inconclusive. Random draw from the library. Share with any hit: about 11%.

SMILES	GLS inh	HP1b binding inh	G9a inh	Tb PGK inh	ERG Ets-DNA blk	JMJD2A Tudor	BAZ2B inh	PI4K2A block	Pin1 inhibitor
CCOC(=O)c1c(NC(=O)C(Sc2ccccc2)c2ccccc2)sc(C(=O)N(C)C)c1C (stereo unspecified)	-2%	9%	25%[59 µM]	i	nt	-31%	-5%	-1	34%[activator]
CC(C)(C)C1CCC(=O)C(C2(O)C(=O)Nc3ccccc32)C1 (stereo unspecified)	1%	15%	10%[59 µM]	-11%	nt	-10%	13%	-2	-1%
Cc1c(C2OC(=O)C3(CCCCC3)C(=O)C2(C)C)c(=O)n(-c2ccccc2)n1C (stereo unspecified)	-1%	30%	-10%[59 µM]	4%	1%	0%	-24%	5	0%
Cn1c(=O)oc2cc(S(=O)(=O)N3CCN(c4ccccc4F)CC3)ccc21	-12%	36%	6%	-2%	?	-5%	-29%	-3	?
COc1ccccc1OCCn1cc(/C=C(\C#N)C(=O)NCc2ccco2)c2ccccc21	3%	13%	2%[59 µM]	-7%	3%	-18%	4%	-1	66%[activator]
CCn1c(COc2ccccc2C)nnc1SCC(=O)N1CCCCC1	4%	28%	-2%[59 µM]	-6%	3%	-13%	8%	-1	-4%
CC1=C(C(=O)OC2CCCC2)C(c2c(Cl)cccc2Cl)CC(=O)N1 (stereo unspecified)	-4%	14%	8%[59 µM]	-6%	9%	-11%	1%	0	-2%
O=C(Nc1ccc(S(=O)(=O)N2CCOCC2)cc1)c1ccc(Cl)s1	-1%	25%	-31%	-6%[11.5 µM]	nt	-11%	-1%	-4	-4%
CCn1ncc(C2=NOC(C(=O)Nc3ccc(C)cc3)C2)c1C (stereo unspecified)	9%	11%	10%[59 µM]	-9%	5%	-8%	-3%	3	0%
N#C/C(C(=O)NCc1ccco1)=C1/SC(Cc2ccc(Cl)cc2)C(=O)N1c1ccccc1 (stereo unspecified)	7%	-6%	-16%[59 µM]	4%	11%	-21%	11%	-4	64%[activator]
Cc1nnc(Nc2ccccc2)n(N)c1=O	-8%	6%	11%[59 µM]	8%	-10%	?	-15%	4	3%
COc1ccccc1CCC(=O)N1CCN(C(=O)c2ccccc2)CC1	7%	21%	24%	-4%	1%	-1%	4%	3	2%

Brought forward from above: 3 compounds; new compounds follow.
SMILES	GLS inh	HP1b binding inh	G9a inh	Tb PGK inh	ERG Ets-DNA blk	JMJD2A Tudor	BAZ2B inh	PI4K2A block	Pin1 inhibitor
N#C/C(C(=O)NCc1ccco1)=C1/SC(Cc2ccc(Cl)cc2)C(=O)N1c1ccccc1 (stereo unspecified)	7%	-6%	-16%[59 µM]	4%	11%	-21%	11%	-4	64%[activator]
Cc1nnc(Nc2ccccc2)n(N)c1=O	-8%	6%	11%[59 µM]	8%	-10%	?	-15%	4	3%
COc1ccccc1CCC(=O)N1CCN(C(=O)c2ccccc2)CC1	7%	21%	24%	-4%	1%	-1%	4%	3	2%
CCc1ccc(NC(=O)CSc2nnc(Cc3cccn3C)n2-c2ccc(F)cc2)cc1	-1%	-22%	?	-8%	-5%	?	?	1	4%
CCOc1ccc(C2C3=C(CCCC3=O)Nc3ccc4ncccc4c32)cc1 (stereo unspecified)	12%	38%	nt	5%	9%	-22%	-15%	3	0%
O=C(O)c1cnccn1	2%	?	8.9µM*	-8%	4%	25µM*	45µM*	-3	-11%
C=CCNC(=O)/C(C#N)=C/c1ccc(OS(=O)(=O)c2ccc(C)cc2)c(OC)c1	10%	4%	8%[59 µM]	0%	4%	-20%	1%	45	1%
Cc1ccc(F)cc1NC(=O)Cn1c(=O)nc(-c2ccccc2F)c2cc(Cl)ccc21	-4%	46%[activator]	-14%[12.7 µM]	-9%	3%	1%	-12%	10	-3%
COc1ccc(N(C(=O)c2ccco2)S(=O)(=O)c2cccc([N+](=O)[O-])c2)cc1	6%	62%[activator]	8%[59 µM]	-1%	9%	-10%	-29%	6	5%
CCN(CC)S(=O)(=O)c1ccc(NC(=O)c2nn(C)c3c2CSc2ccccc2-3)cc1	-8%	8%	-36%[59 µM]	-9%	6%	-11%	-4%	-5	-1%
CN1CCC(OC(c2ccccc2)c2ccc(Cl)cc2)C1 (stereo unspecified)	0%	4%[57 µM]	nt	-11%	4%	-19%	nt	-1	1%
CSC1=NCCN1C(=O)c1cccc(Br)c1	5%	26%	24%[12.7 µM]	-9%	-11%	3%	9%	-16	-4%
COc1ccc(CCN(C)C(=O)c2ccc(S(=O)(=O)Nc3ccccc3C)cc2)cc1OC	-10%	16%	35%	-4%	-3%	-10%	-5%	0	-4%
CN(C1CCCCC1)S(=O)(=O)c1ccc(C(=O)Nc2sc3c(c2C(N)=O)CC(C)(C)NC3(C)C)cc1	3%&2%	32%&10%	12%	-6%	13%&0%	?	-13%[57.1 µM]	-1&3	2%&14%
COc1ccc(NC(=O)CSC(C)c2nc3ccccc3c(=O)[nH]2)cc1 (stereo unspecified)	1%	13%	nt	-11%	-7%	-17%	-3%	-2	-5%
Cc1cc(=O)[nH]c(N/N=C/c2cccs2)n1	14%	28%	-22%[59 µM]	-10%	-5%	?	2%	-1	-7%
COC(=O)c1ccc(C2C(C#N)=C(N)Oc3cc(O)ccc32)cc1 (stereo unspecified)	3%	29%	-22%	7%	7%	?	-30%	-1	53%[activator]
COc1cccc(NC(=S)N(CCCN2CCCC2)Cc2ccco2)c1	2%	31%	16%	-14%	-1%	-8%	-3%	-5	4%
Cc1cc(C(=O)NN=C(CCC(=O)O)c2cccs2)c(C)o1	-1%	12%	nt	-6%	1%	-25%	nt	6	0%
COc1ccc(-c2nc(CCNC(=O)c3c(F)cccc3Cl)cs2)cc1	-6%	19%[57 µM]	14%[59 µM]	2%	-2%	-16%	0%	-1	-6%
Cn1cc(CCC(=O)N2CCCC(Nc3ccc(F)cc3)C2)cn1 (stereo unspecified)	9%	6%[57 µM]	18%	3%	-2%	-10%	23%	-9	-3%
COC(CNC(=O)C(=O)Nc1ccc2c(c1)N(S(=O)(=O)c1cccs1)CCC2)OC	4%	1%	11%	-6%	5%	-16%	-11%	2	1%
NC(=O)NNC(=S)Nc1cccc2ccccc12	?	-6%	nt	i	3%	-17%	6%	3	1%
COc1ccc(CCNC(=O)C2(C)CCC(=O)N2Cc2ccc(F)cc2Cl)cc1OC (stereo unspecified)	-5%	17%	29%	i	-2%	-2%	-1%	10	0%
CCOC(=O)C1CCCN(C(=O)c2cn(C)c(=O)c3cc(OC)c(OC)cc23)C1 (stereo unspecified)	-4%	56%[activator]	-18%[59 µM]	-2%	-1%	-6%[57.1 µM]	-32%	5	-3%
O=C(O)c1cn[nH]c1-n1cnnn1	0%	15%	50µM*	3%	2%	?	-1%	3	-1%
COc1ccc(C(=O)NNC(=O)C2CC=CCC2)cc1 (stereo unspecified)	1%	13%	7%	-9%	4%	-12%	9%	-2	-12%

Sorted by SMILES length (rising): three of the compounds above.
SMILES	GLS inh	HP1b binding inh	G9a inh	Tb PGK inh	ERG Ets-DNA blk	JMJD2A Tudor	BAZ2B inh	PI4K2A block	Pin1 inhibitor
O=C(O)c1cn[nH]c1-n1cnnn1	0%	15%	50µM*	3%	2%	?	-1%	3	-1%
NC(=O)NNC(=S)Nc1cccc2ccccc12	?	-6%	nt	i	3%	-17%	6%	3	1%
COC(=O)c1ccc(C2C(C#N)=C(N)Oc3cc(O)ccc32)cc1 (stereo unspecified)	3%	29%	-22%	7%	7%	?	-30%	-1	53%[activator]

(list continues)
SMILES	GLS inh	HP1b binding inh	G9a inh	Tb PGK inh	ERG Ets-DNA blk	JMJD2A Tudor	BAZ2B inh	PI4K2A block	Pin1 inhibitor
O=C(Cn1nc(-c2ccccc2)ccc1=O)NCCCN1CCOCC1	-5%	32%	3%	-7%	4%	-1%	-2%	2	0%
Clc1ccc(SCc2nc3ccccc3[nH]2)cc1	1%	24%	93%[activator]	-3%	?	-7%	7%[57.1 µM]	-1	1%
Cn1cc([N+](=O)[O-])c(C(=O)N(Cc2ccccc2)Cc2ccccc2)n1	3%	27%	18%[59 µM]	5%	1%	-11%	-4%	-2	-7%
CC(C)(C)c1ccc(-c2noc(-c3ccno3)n2)cc1	-4%	183%[activator]	256%[activator]	i	0%	65%[activator]	73%[activator]	0	5%
CCn1cc(CN2CCCC(CNC(=O)COc3ccccc3OC)C2)c(C)n1 (stereo unspecified)	1%	52%[activator]	nt	-8%	1%	-12%	22%	-1	0%
Cc1ccc(/C=C/C(=O)N2CCN(c3ncccn3)CC2)o1	?	?	4µM*	-2%	-11%	28µM*	-8%	3	-1%
CCOc1ccc(CN(CCc2ccc3c(c2)OCO3)Cc2cc(OC)cc(OC)c2)cc1	-21%	?	1.4µM*	9%	-5%	4µM*	?	3	-3%
CCN(CC)S(=O)(=O)c1ccc2c(c1)nc(SCC(=O)N1CCCCCC1)n2-c1ccc(OC)cc1	4%	6%	-6%[59 µM]	-2%	-2%	-11%	-2%	6	17%
CC1Sc2ccc(S(=O)(=O)CCC(=O)NCc3cccs3)cc2NC1=O (stereo unspecified)	5%	35%	-3%	-7%	-3%	-26%	-4%	0	0%
CN(CC(=O)Nc1ccccc1Br)C(=O)c1ccccc1OCc1ccc(F)cc1	0%	31%	-12%[12.7 µM]	0%	-1%	-9%	6%	-3	1%

Bioassay records deposited in PubChem by National Center for Advancing Translational Sciences (NCATS).
